# STK33 kinase inh – human STK33 kinase inhibition; Q9BYT3; purified STK33, MBP phosphorylation, ADP-Glo luminescence; inhibition, % at 10 µM; hit rate 0.073% among 320,000; AID 2661;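 active = inhibition at or above 25%, using the most active replicate where run in duplicate; inactive = inhibition below 25%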
# Target sequence (Q9BYT3 whole entry, looked up): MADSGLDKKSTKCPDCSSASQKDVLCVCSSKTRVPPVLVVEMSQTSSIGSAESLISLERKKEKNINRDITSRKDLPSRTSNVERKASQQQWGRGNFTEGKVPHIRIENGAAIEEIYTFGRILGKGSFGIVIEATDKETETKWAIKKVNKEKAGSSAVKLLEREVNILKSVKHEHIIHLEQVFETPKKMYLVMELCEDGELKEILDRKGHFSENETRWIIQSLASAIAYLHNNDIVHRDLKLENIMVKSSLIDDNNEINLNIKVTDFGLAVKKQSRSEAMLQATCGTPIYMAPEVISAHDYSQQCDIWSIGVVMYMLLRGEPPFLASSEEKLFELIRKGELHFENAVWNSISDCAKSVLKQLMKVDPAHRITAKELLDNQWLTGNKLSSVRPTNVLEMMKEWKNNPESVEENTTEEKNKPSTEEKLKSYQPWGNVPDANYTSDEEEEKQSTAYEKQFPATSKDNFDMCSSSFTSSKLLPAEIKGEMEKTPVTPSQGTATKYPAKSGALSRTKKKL
# Active calls of the source: *. A portion of the library (hit frequency here may not be typical).
compound	STK33 kinase inh
Cc1ccc(S(=O)(=O)N2CCCC2)cc1C(=O)Nc1ccc(-n2cnnn2)cc1	-2.5
CC(C)C(NCC(=O)Nc1ccccc1C(=O)NC1CC1)c1ccccc1 (stereo not drawn)	1.7
O=C(NCCC1=CCCCC1)c1ccc(-n2cncn2)cc1	-0.1
COc1cc(S(=O)(=O)N2CCN(C(=O)C3CC3)CC2)ccc1NC(C)=O	0.3
Cc1noc(C)c1NC(=O)N(C)C[C@H]1Oc2ccc(NC(=O)NC3CCCCC3)cc2C(=O)N([C@H](C)CO)C[C@@H]1C	-0.2
CC(C)(C)OC(=O)C[C@H]1C/C=C\C[C@@H](CC(=O)N[C@@H](CO)Cc2ccccc2)C(=O)NCCOC1=O	0.3
O=C1O[C@@H](c2ccc(O)cc2)Cc2cccc(O)c21	2.1
CNS(=O)(=O)c1ccc2c(c1)C(=O)c1cc(S(=O)(=O)NC)ccc1CC2	-1.0
O=C(COC(=O)/C=C/c1cccc(Cl)c1)Nc1c(F)cccc1F	-1.5
CC(NC(=O)COC(=O)C1CC1C)c1cccc(Cl)c1 (stereo not drawn)	-1.1
CCOc1ccc(NC(=O)CN(c2ccc(OC)cc2)S(=O)(=O)c2cccs2)cc1	-0.8
Cc1ccc(CN(C)CC(=O)Nc2ccccc2C(=O)NC2CC2)o1	0.4
COc1ccccc1NC(=O)C(C)OC(=O)CSCC(=O)Nc1ccc(C)cc1C (stereo not drawn)	0.2
CCCCN(C(=O)CC1CCCC1)c1c(N)n(CCC)c(=O)[nH]c1=O	1.0
CCOC(=O)C1CCCN(C(=O)c2cc(S(=O)(=O)N3CCCCCC3)ccc2OC)C1 (stereo not drawn)	-0.1
COc1ccccc1OCCNC(=O)c1cccc(S(=O)(=O)NCc2ccccc2)c1	-0.2
CC(C)(C)OC(=O)N[C@@H](C(=O)OC(C)(C)C)c1ccc(C(F)(F)F)cc1	-1.1
Cc1ccc(S(=O)(=O)N2CCOCC2)cc1C(=O)OCC(=O)c1c(N)n(C)c(=O)n(C)c1=O	-1.3
COc1ccc(NC(=O)N(C)C[C@H]2Oc3ccc(NC(=O)CCC(F)(F)F)cc3C(=O)N([C@H](C)CO)C[C@@H]2C)cc1	-1.1
CCC[C@@H]1Cc2ccccc2N1C(C)=O	-3.3

# 2 entries picked at random from the list so far, as already listed:
compound	STK33 kinase inh
COc1ccccc1NC(=O)C(C)OC(=O)CSCC(=O)Nc1ccc(C)cc1C (stereo not drawn)	0.2
O=C1O[C@@H](c2ccc(O)cc2)Cc2cccc(O)c21	2.1

# The listing continues.
compound	STK33 kinase inh
NC(=O)c1ccc(NC(=O)COC(=O)CCN=C2NS(=O)(=O)c3ccccc32)cc1	0.3
COCCn1c(SCC(=O)Nc2c(C)n(C)n(-c3ccccc3)c2=O)nc2ccccc2c1=O	-0.8
COc1ccc(CC(=O)NCc2ccc(F)cc2)cc1S(=O)(=O)N1CCOCC1	-0.4
CC(C)NC(=O)Nc1ccc2c(c1)C(=O)N([C@H](C)CO)C[C@H](C)[C@@H](CN(C)S(=O)(=O)c1ccccc1)O2	-1.2
Cc1nc(C)c(C(=O)OCC(=O)NCc2ccccc2)s1	0.8
COc1ccc(-c2ccc3c(c2)S(=O)(=O)c2cccc(C(=O)NC[C@@H]4CCCO4)c2C3=O)cc1OC	-0.4
COc1ccc(NC(=O)CN(C)C(=O)c2ccc3ccccc3n2)cc1	-1.7
COC(=O)c1ccc(COC(=O)CNC(=O)c2ccc(C)s2)cc1	-0.4
COc1ccc(CCN2CC(C(=O)N(C)Cc3cccnc3)CC2=O)cc1OC (stereo not drawn)	-0.4
CCC(CO)Oc1cc(NCc2ccccc2)c2ncn(C(C)C)c2c1 (stereo not drawn)	7.5
CC1CCN(C(=O)COC(=O)c2cc(=O)[nH]c3ccccc23)CC1	-0.5
CN(CCOc1ccccc1)C(=O)c1ccc2c(c1)OCO2	-0.9
COc1cc(OC)cc(-c2oc(=O)c3cc(OC)c(OC)cc3c2C(F)(F)F)c1	0.2
CC(=O)Nc1ccc(S(=O)(=O)N[C@@H](C)C(=O)NC2CCCc3ccccc32)cc1 (stereo partly drawn)	-0.4
CCN(CC)c1ccc(NC(=O)COc2ccc(-n3cnnn3)cc2)cc1	-0.3
CCN(CC(=O)Nc1c(F)cccc1F)C(=O)CNC(=O)c1sc2ccccc2c1Cl	0.3
O=C1c2ccccc2CCc2ccc(Br)cc21	0.0
Cc1cc(C)n(CC(=O)NNC(=O)c2cncc(Br)c2)n1	0.1
COc1ccccc1CNC(=O)CN1C(=O)N(C)C2(CCCCC2)C1=O	-1.5
CC(OC(=O)/C=C/c1ccc2ccccc2n1)C(=O)N(C)c1ccccc1 (stereo not drawn)	-0.4
COCC(=O)N(C)C[C@H]1N[C@@](Cc2ccccc2)(C(=O)OC)[C@H]2C(=O)N(Cc3ccccc3)C(=O)[C@@H]12	-0.3
CN1CCN(S(=O)(=O)c2cccc(C(=O)N(C)Cc3cccs3)c2)CC1	0.4
CCCCN(C(=O)CSCC(=O)Nc1ccc(C)cc1)c1c(N)n(CC(C)C)c(=O)[nH]c1=O	1.8
Cc1c(C(=O)N2CCN(c3ccccc3)CC2)oc2c(Cl)cccc12	6.2
Cc1ccc(COC(=O)c2cc(S(=O)(=O)N3CCOCC3)ccc2C)cc1	-0.5
COc1cccc(CC(=O)OCC(=O)N(C)CC(=O)Nc2ccccc2Cl)c1	-1.3
CC1CCN(C(=O)c2ncn(C)c2C(=O)N2CCC(C)CC2)CC1	0.9
O=C(CCNC(=O)c1ccc(Cl)cc1)NCc1ccco1	-0.3
Cc1cccc(NC(=O)c2ccc(S(=O)(=O)NCc3ccco3)cc2)n1	0.6
CC(C(=O)Nc1ccc(Br)cc1)N(C)CC(=O)NCc1ccco1 (stereo not drawn)	-0.1

# Of the compounds above, three have two or more sulfur atoms:
compound	STK33 kinase inh
CNS(=O)(=O)c1ccc2c(c1)C(=O)c1cc(S(=O)(=O)NC)ccc1CC2	-1.0
CCOc1ccc(NC(=O)CN(c2ccc(OC)cc2)S(=O)(=O)c2cccs2)cc1	-0.8
CN1CCN(S(=O)(=O)c2cccc(C(=O)N(C)Cc3cccs3)c2)CC1	0.4

# (more compounds)
compound	STK33 kinase inh
COc1ccc(NC(=O)CN(C)C(=O)c2cn(-c3ccccc3)nc2-c2ccc(F)cc2)cc1	-1.0
CCN(Cc1cccs1)C(=O)CN1C(=O)NC(c2ccccc2)(c2ccccc2)C1=O	-0.5
O=C(Nc1ccccn1)c1ccc(Cl)c(S(=O)(=O)N2CCc3ccccc32)c1	9.5
CSCCC(NC(=O)c1ccccc1)C(=O)N1CC(C)OC(C)C1 (stereo not drawn)	-0.2
O=C(COC(=O)c1cc(Cl)ccc1O)Nc1ccccc1C(=O)NC1CC1	-2.0
C=C[C@@H]1c2cc(C)ccc2N(S(=O)(=O)c2ccc(C)cc2)[C@H](c2ccc(OC(C)=O)cc2)C1(C#N)C#N	-2.6
N#Cc1cccc(C(=O)Nc2ccc(S(=O)(=O)Nc3nccs3)cc2)c1	4.1
COc1ccc(CC(=O)Nc2cc(S(=O)(=O)N3CCCC3)ccc2Cl)c(OC)c1	-0.4
CS(=O)(=O)N1CCC(NC(=O)Nc2ccc(OC(F)(F)F)cc2)CC1	-0.2
COc1ccc(-c2ccc3c(c2)S(=O)(=O)c2cccc(C(=O)NCCOc4ccccc4Cl)c2C3=O)cc1OC	-1.6
O=C(CSc1ccc2c(c1)OCCO2)N1CCN(c2ccccc2)CC1	-1.5
COc1ccc(O)c(-c2nc(N)nc(N)n2)c1	41*
O=C(Cc1ccccc1F)Nc1cc(S(=O)(=O)N2CCCC2)ccc1Cl	-2.6
CC(=O)N1CCN(c2ccc(NCc3cccc(C)c3)cc2)CC1	-0.3
Cc1ccc(SCC(=O)NNC(=O)CCS(=O)(=O)c2ccc(C)cc2)cc1	-1.1
Cc1ccc(Cl)c(Cn2cnc3c(cnn3C(C)(C)C)c2=O)c1F	-0.1
O=C(Cn1nc(-c2ccccc2)oc1=O)OCC(=O)c1ccccc1	-0.9
COc1cccc(CNC(=O)c2cccc(NC(=O)CC3SC(N4CCCCC4)=NC3=O)c2)c1 (stereo not drawn)	0.2
CN(C)C(=O)c1cccc(-c2csc(N3CCC(C(N)=O)CC3)n2)c1	0.8
CC(C)(C)n1ncc2c(=O)n(Cc3cccc(Cn4cnc5c(cnn5C(C)(C)C)c4=O)c3F)cnc21	1.1
CCN(C(=O)c1ccc(Cl)c(S(=O)(=O)Nc2c(C)n(C)n(-c3ccccc3)c2=O)c1)c1ccccc1	-2.2
CC(=O)c1ccccc1NC(=O)COC(=O)c1cc(C)oc1C	0.1
Cc1cc(C)n(CCCNC(=O)c2ccc(C)o2)n1	0.1
CN(Cc1ccccc1Br)C(=O)CSc1nnnn1C1CC1	-2.2
CCN(CC(=O)NC1CCS(=O)(=O)C1)S(=O)(=O)c1ccc(Br)cc1 (stereo not drawn)	-1.7
CN(C)c1ccc(/C=C/C(=O)c2ccc3c(c2)OCO3)cc1	-0.9
Cc1ccnc2c1ccc1c(C)ccnc12	-0.1
COc1ccc(C(=O)NC(=O)CSc2nc3nc(C)cc(C)n3n2)cc1	-1.7
CCN(CC(=O)Nc1ccc(OC)cc1)CC(=O)Nc1ccc2c(c1)OCO2	-1.2
C=CCSc1nnc(NC(=O)c2ccc(N3CCCC3=O)cc2)s1	-1.1
CC(C)(CNS(=O)(=O)c1ccc2ccccc2c1)N1CCOCC1	-0.3
C[C@H](CO)N1C[C@H](C)[C@@H](CN(C)Cc2ccc3c(c2)OCO3)Oc2ccc(NC(=O)Cn3cnnn3)cc2C1=O	-0.3
O=C(CNC(=O)c1cccs1)Nc1ccc(N2CCOCC2)cc1	-5.0
Cc1c(C(=O)N2CCN(S(=O)(=O)c3cccs3)CC2)oc2ccc(F)cc12	-2.5
C[C@H](NC(=O)c1ccccc1)C(=O)OCC(=O)Nc1sccc1C(N)=O	1.1
CSc1ccccc1C(=O)OCC(=O)Nc1ccc(N2CCOCC2)cc1	0.0
COc1cc(C(=O)N2CCC(C(N)=O)CC2)ccc1OCc1c(C)noc1C	-0.1
Cc1nc(SCC(=O)NCC2CCCO2)nc(C)c1C (stereo not drawn)	0.0
CC1CN(C(=O)c2ccccc2OCc2ccc(Cl)cc2Cl)CC(C)O1 (stereo not drawn)	0.7
O=C(CN1C(=O)NC2(CCCCCC2)C1=O)Nc1ccc(Br)cc1Br	-1.3
Cc1cc(C(=O)COC(=O)c2cccnc2Cl)c(C)n1C	-1.3
CCOC(=O)c1ccccc1NC(=O)CSc1nc2ccccc2c(=O)n1CCCN1CCOCC1	1.0
CC(OC(=O)c1ccc(F)c(S(=O)(=O)N2CCOCC2)c1)C(=O)NCC1CCCCC1 (stereo not drawn)	0.3
NC(=O)C1CCN(C(=O)C(Cc2ccccc2)NC(=O)c2ccccc2)CC1 (stereo not drawn)	-1.0
CCn1c(N)c(C(=O)COC(=O)CCc2nc3ccccc3c(=O)[nH]2)c(=O)[nH]c1=O	-0.4
O=C(CNC(=O)c1nn(Cc2ccccc2)c(=O)c2ccccc12)Nc1ccc(F)c(F)c1F	-1.3
O=C(c1ccncc1)N1CCN(S(=O)(=O)c2ccccc2F)CC1	0.4
COc1cccc(CNC(=O)c2cc(=O)[nH]c3ccc(S(=O)(=O)N4CCOCC4)cc23)c1	0.1
C=CC(COCc1ccccc1)N([C@@H](Cc1ccccc1)C(=O)OC)S(=O)(=O)c1ccccc1Br (stereo partly drawn)	-0.6
Cc1cc(C(=O)OCC(=O)NC2CC2)ccc1[N+](=O)[O-]	-2.4

# Entries listed above marked active in STK33 kinase inh:
compound	STK33 kinase inh
COc1ccc(O)c(-c2nc(N)nc(N)n2)c1	41*

# Other entries follow:
compound	STK33 kinase inh
CN(Cc1ccc(OC(F)F)cc1)C(=O)C1CCN(S(=O)(=O)c2ccc3c(c2)OCCO3)CC1	-1.2
O=[N+]([O-])c1cc(S(=O)(=O)NCCc2ccccn2)ccc1Cl	-4.3
CSc1ncccc1C(=O)OCC(=O)NC1CCC(C)CC1 (stereo not drawn)	-0.1
O=C(NNC(=O)c1ccc2c(=O)n3c(nc2c1)CCC3)c1ccc(Cl)cc1	-1.5
COc1ccc(NC(=O)C(C)(C)Oc2ccc(Cl)cc2)cn1	0.8
O=C(COC(=O)Cn1cnc2ccccc21)Nc1ccc(F)c(F)c1	-0.3
CC12CC3CC(C1)CC(C(=O)NNC(=O)c1ccncc1)(C3)C2	-0.3
CC(=O)Nc1ccc(C(=O)OCC(=O)N(c2ccccc2)C2CCCCC2)cc1	-1.9
CCN1CCN(c2ccc(S(=O)(=O)N3CCCCC3)cc2N)CC1	-0.7
CC(=O)Nc1ccc(S(=O)(=O)Nc2nc3ccccc3nc2Nc2ccc(C(=O)O)c(O)c2)cc1	4.6
O=C(COC(=O)c1cc(=O)[nH]c2ccccc12)NCc1ccc(F)cc1	-0.4
O=C(CSc1nc2ccccc2c(=O)n1CCCN1CCOCC1)Nc1ccc(F)c(Cl)c1	-1.1
Cc1sc2ncnc(SCC(=O)Nc3cccc(S(N)(=O)=O)c3)c2c1C	-0.3
COC(=O)[C@]1(Cc2ccccc2)N[C@H](CN(C)S(=O)(=O)c2ccc(C(F)(F)F)cc2)[C@@H]2C(=O)N(Cc3ccccc3)C(=O)[C@@H]21	0.5
COc1ccc(N2CCN(C(=O)CNC(=O)c3ccc4ccccc4c3)CC2)cc1	-0.3
CCOC(=O)C1=C(COC(=O)/C=C/c2cccc(F)c2)NC(=O)NC1C (stereo not drawn)	0.5
COc1ccc(S(=O)(=O)N2CCCCC2)cc1NC(=O)Cc1ccsc1	-2.2
NC(=O)C1CCN(C(=O)C2CC(=O)N(c3ccc4c(c3)OCCO4)C2)CC1 (stereo not drawn)	-0.4
CN(Cc1ccccc1)C(=O)CNC(=O)C12CC3CC(CC(C3)C1)C2	0.8

# Source: PubChem BioAssay
